NOD2 inhibition: NOD2 signaling inhibitors, cell-based, luminescence, uHTS, HEK293 (AID 1566); HEK293 NOD2/NF-kB luciferase reporter, luminescence; higher % means a stronger effect; inhibition, % at 4 µM, or EC50 in µM where a hit was titrated; hit rate 0.63% among 290,000; note: many of its hits are not listed in these tables
M1AAP inhibition: P. falciparum M1AAP inhibitors, biochemical, fluorogenic H-Leu-NHMec substrate, 1536-well (AID 1445). recombinant M1AAP, H-Leu-NHMec fluorogenic kinetic assay; higher % means a stronger effect. one-dose inhibition, % at 30 µM; IC50 in µM for titrated hits. hit rate 0.42% among 220,000;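 active = primary inhibition above the hit cutoff, then over 50% inhibition at one or more dose response concentrations, cut at about 23% in these data, passing the limit was not always enough; inconclusive = conflicting primary data, or primary hits not chosen for dose response; inactive = low primary inhibition, or under 50% at every dose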;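 note: plate controls were DMSO full reaction for no effect and no enzyme background for full effect; strong numbers were not always called active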
Hep lipid drop: hepatic lipid droplet formation modulation. AML12 mouse hepatocytes, oleate lipid droplets, BODIPY imaging. inhibition, % at 6.5 µM. hit rate 0.4% among 240,000;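 active = lipid droplet intensity inhibited by at least 50%, with more than 500 cells counted; inconclusive = wells with under 300 cells, treated as cytotoxic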
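Assay system: AML12 mouse liver cells | Compound: 6.5 µM single-point dosing | Schedule: Overnight exposure | Technique: Fluorescence imaging, 20x objective, two fields per well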
AID2073: inhibitors of Mint1-CaV2.2 protein interaction, biochemical, HTRF (AID 2073); HTRF protein-protein interaction, Mint1-CaV2.2; higher % means a stronger effect; one-dose inhibition, % at 20 µM; IC50 in µM for titrated hits; hit rate 0.19% among 290,000; in the data active = inhibition mostly above about 51%, no sharp cut-off; inconclusive = no clear call, values can overlap the other calls; inactive = mostly below about 53%; note: some results filed as inactive read as strong as hits
SIAH1 antagonists: blockers of Siah-1 interaction with plectin peptide – biochemical, fluorescence polarization, rhodamine-plectin, uHTS, primary screen (AID 1817); Siah-1 / rhodamine-plectin peptide fluorescence polarization; higher % means a stronger effect; displacement, % at 20 µM, or IC50 in µM where a hit was titrated; hit rate 0.02% among 290,000;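 active = displacement of at least 50% at 20 µM, with a fluorescence ratio check between 0.3 and a set limit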;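 note: plate controls were Siah plus tracer with DMSO for no effect and tracer alone without Siah for full effect; strong numbers were not always called active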
LYP phosphatase: inhibitors of LYP phosphatase, biochemical, fluorescence intensity, uHTS (AID 1779). recombinant LYP phosphatase, fluorescence intensity; higher % means a stronger effect. inhibition, % at 11.5 µM; hits with a dose series show IC50 in µM. hit rate 0.054% among 290,000;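 note: plate controls were vehicle with enzyme for no effect and no enzyme for full effect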
XIAP antagonists: XIAP antagonists, biochemical, IAP family, fluorescence polarization (AID 1018); XIAP BIR domain, fluorescence polarization peptide displacement; higher % means a stronger effect; displacement, % at 20 µM, or IC50 in µM where a hit was titrated; hit rate 0.007% among 200,000; in the data active = displacement above about 50%; note: a part of the inactive calls stands beside numbers as strong as those of hits
CSM14.1 death rescue: protection against thapsigargin-triggered cell killing – 384-well, CSM14.1, ATP luminescence, primary screen (AID 1222); one-dose cellular ATP content (survival), % at 20 µM; EC50 in µM for titrated hits; 190,000 tested, under 10 active; CSM14.1 thapsigargin-induced death rescue, ATP luminescence; higher % means a stronger effect;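 active = EC50 below 50 µM in the dose-response confirmation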;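 note: death triggered by thapsigargin at about 15 µM added after 2 h compound pretreatment; cell ATP read after overnight thapsigargin exposure of roughly 18 to 22 hours; normalized against plate controls of thapsigargin alone and 5% DMSO vehicle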
P. falciparum M17LAP: P. falciparum M17LAP inhibitors, primary screen, biochemical, fluorogenic H-Leu-NHMec substrate, 1536-well (AID 1619); recombinant M17LAP, H-Leu-NHMec fluorogenic kinetic assay; higher % means a stronger effect; inhibition, % at 30 µM, or IC50 in µM where a hit was titrated; hit rate 0.38% among 220,000;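 active = compound inhibiting the enzyme by more than half at any dose during confirmatory dose-response retesting; inconclusive = strong single-dose inhibitors picked by rank but not retested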;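 note: plate controls were full reaction with DMSO carrier for no effect and no enzyme background for full effect; strong numbers were not always called active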
Hep lipid drop cells 6.5 µM: recorded beside Hep lipid drop, whose call it bears; cell count; measured here: cell count, cytotoxicity flag;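 cells counted across two imaged fields per well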
* = called active by the depositor. Cut-off read from the data, not from the text of the source, unless noted: active = inhibition above about 50%; inactive = the rest. Some of the compounds tested, so the mix of outcomes need not match the whole.

For N=c1nc(N2CCCCC2)cc(N)n1O the results were NOD2 inhibition 0.7%, M1AAP inhibition 2.4%, Hep lipid drop -37.3, AID2073 -4.4%, SIAH1 antagonists 1.5%, LYP phosphatase -1.8%, XIAP antagonists -6.7%, CSM14.1 death rescue -2.6%, P. falciparum M17LAP 3.5% and Hep lipid drop cells 6.5 µM 699.
Screening CN(C)S(=O)(=O)n1cc(/C=C(\NC(=O)c2ccccc2)C(=O)NCCCn2ccnc2)c2ccccc21 returned NOD2 inhibition 5.0%, Hep lipid drop -0.7, AID2073 6.1%, SIAH1 antagonists -4.6%, LYP phosphatase -4.6% and Hep lipid drop cells 6.5 µM 724.
Screening COc1cc(C2Oc3cc(C4Oc5cc(O)cc(O)c5C(=O)C4O)ccc3OC2CO)ccc1O (configuration not stated) returned NOD2 inhibition -11.5%, M1AAP inhibition -3.4%, Hep lipid drop -5.3, AID2073 6.8%, SIAH1 antagonists -12.3%, LYP phosphatase 1.7%, XIAP antagonists -5.5%, CSM14.1 death rescue -1.0%, P. falciparum M17LAP -0.3% and Hep lipid drop cells 6.5 µM 758.
For O=C(O)c1cc(=O)c2ccccc2o1 the results were NOD2 inhibition 6.3%, Hep lipid drop 1.3, AID2073 -3.3%, SIAH1 antagonists 6.9%, LYP phosphatase -9.2% and Hep lipid drop cells 6.5 µM 805.
Screening COc1cc(N)c(Cl)cc1C(=O)N[C@@H]1CCN(CCCOc2ccc(F)cc2)C[C@@H]1OC returned NOD2 inhibition -16.7%, M1AAP inhibition -5.7%, Hep lipid drop -2.1, AID2073 1.4%, SIAH1 antagonists -5.5%, LYP phosphatase -0.1%, XIAP antagonists -0.5%, CSM14.1 death rescue 2.8%, P. falciparum M17LAP -9.0% and Hep lipid drop cells 6.5 µM 705.
For CC(=O)Oc1ccc2c(C)cc(=O)oc2c1 the results were NOD2 inhibition 9.8%, M1AAP inhibition 4.2%, Hep lipid drop 9.6, AID2073 13.7%, SIAH1 antagonists 3.0%, LYP phosphatase -9.0%, XIAP antagonists -5.8%, CSM14.1 death rescue 0.2%, P. falciparum M17LAP -337.6% and Hep lipid drop cells 6.5 µM 794.
CC(C)NNC(=O)c1ccncc1 was read as NOD2 inhibition 8.3%, M1AAP inhibition -2.6%, Hep lipid drop 18.3, AID2073 4.3%, SIAH1 antagonists 17.8%, LYP phosphatase -4.3%, XIAP antagonists -6.8%, CSM14.1 death rescue 0.3%, P. falciparum M17LAP 2.9% and Hep lipid drop cells 6.5 µM 747.
For CCCC1(c2ccccc2)NC(=O)N(CC(=O)N(C)Cc2c(F)cccc2Cl)C1=O (configuration not stated) the results were NOD2 inhibition 18.3%, Hep lipid drop 37.1, AID2073 -0.2%, SIAH1 antagonists 14.4%, LYP phosphatase -6.5% and Hep lipid drop cells 6.5 µM 504.
CCCCCCCCCCCCCCCC(O)C(N)CO (configuration not stated) was read as NOD2 inhibition -0.5%, M1AAP inhibition 1.6%, Hep lipid drop -0.1, AID2073 5.4%, SIAH1 antagonists -1.8%, LYP phosphatase -5.5%, XIAP antagonists 0.2%, CSM14.1 death rescue -5.4%, P. falciparum M17LAP -6.7% and Hep lipid drop cells 6.5 µM 660.
CCCC(=O)O[C@]1(C(=O)COC(C)=O)CC[C@H]2[C@@H]3C[C@H](F)C4=CC(=O)C=C[C@]4(C)[C@@]3(F)[C@@H](O)C[C@@]21C was read as NOD2 inhibition 14.4%, M1AAP inhibition -5.6%, Hep lipid drop -1.3, AID2073 0.7%, SIAH1 antagonists 1.9%, LYP phosphatase 1.1%, XIAP antagonists -13.0%, CSM14.1 death rescue -1.8%, P. falciparum M17LAP 6.8% and Hep lipid drop cells 6.5 µM 690.
`CC1(C)O[C@@H]2C[C@H]3[C@@H]4C[C@H](F)C5=CC(=O)C=C[C@]5(C)[C@@]4(F)[C@@H](O)C[C@]3(C)[C@]2(C(=O)CO)O1` gave NOD2 inhibition 17.9%, M1AAP inhibition -1.8%, Hep lipid drop 11.8, AID2073 4.6%, SIAH1 antagonists 0.3%, LYP phosphatase -6.3%, XIAP antagonists -0.6%, CSM14.1 death rescue -0.4%, P. falciparum M17LAP 5.1% and Hep lipid drop cells 6.5 µM 710.
For O=C1NC(=S)S/C1=C\C=C\c1ccc([N+](=O)[O-])o1 the results were NOD2 inhibition -13.2%, M1AAP inhibition inconclusive, Hep lipid drop -55.0, AID2073 23.1%, SIAH1 antagonists -1.7%, LYP phosphatase -0.5%, P. falciparum M17LAP 2.2% and Hep lipid drop cells 6.5 µM 580.
O=C(c1ccccn1)N(Cc1cccs1)C1(C(=O)NC2CCCCC2)CCCCC1 was read as NOD2 inhibition -26.8%, M1AAP inhibition -0.6%, Hep lipid drop -10.1, AID2073 3.0%, SIAH1 antagonists -5.4%, LYP phosphatase -1.2%, XIAP antagonists -6.3%, CSM14.1 death rescue -1.0%, P. falciparum M17LAP 3.3% and Hep lipid drop cells 6.5 µM 686.
For C/C(=N\NC(=S)NCc1ccccc1)C1CCCCC1 the results were NOD2 inhibition -9.3%, M1AAP inhibition 11.7%, Hep lipid drop 37.1, AID2073 -12.0%, SIAH1 antagonists -0.1%, LYP phosphatase 1.2%, XIAP antagonists -8.1%, CSM14.1 death rescue -2.2%, P. falciparum M17LAP 0.6% and Hep lipid drop cells 6.5 µM 676.
`CCCCN(CCCC)CCCOC(=O)c1ccc(N)cc1` gave NOD2 inhibition 4.4%, M1AAP inhibition 0.4%, AID2073 -7.1%, SIAH1 antagonists 3.2%, LYP phosphatase -2.0%, XIAP antagonists -3.2%, CSM14.1 death rescue -0.6% and P. falciparum M17LAP -7.4%.
COc1ccc(-c2oc3c(CC=C(C)C)c(O[C@@H]4O[C@H](CO)[C@@H](O)[C@H](O)[C@H]4O)cc(O)c3c(=O)c2O[C@@H]2O[C@@H](C)[C@H](O)[C@@H](O)[C@H]2O)cc1 was read as NOD2 inhibition -6.2%, M1AAP inhibition 1.0%, Hep lipid drop 11.5, AID2073 23.0%, SIAH1 antagonists 2.4%, LYP phosphatase 7.4%, XIAP antagonists -3.5%, CSM14.1 death rescue -1.5%, P. falciparum M17LAP -2.1% and Hep lipid drop cells 6.5 µM 742.
CCCC(=O)O[C@]1(C(=O)CCl)[C@@H](C)C[C@H]2[C@@H]3CCC4=CC(=O)C=C[C@]4(C)[C@@]3(F)C(=O)C[C@@]21C was read as NOD2 inhibition 15.7%, M1AAP inhibition 4.2%, Hep lipid drop 1.3, AID2073 8.4%, SIAH1 antagonists 6.1%, LYP phosphatase 4.1%, XIAP antagonists -5.5%, CSM14.1 death rescue -1.3%, P. falciparum M17LAP -22.9% and Hep lipid drop cells 6.5 µM 679.
Screening O=C(NC1CCN(CCc2c[nH]c3ccccc23)CC1)c1ccccc1 returned NOD2 inhibition 1.7%, Hep lipid drop -2.4, AID2073 13.4%, SIAH1 antagonists -5.8%, LYP phosphatase -7.1% and Hep lipid drop cells 6.5 µM 421.
CN[C@@H]1[C@H](O)[C@H](NC)[C@H]2O[C@@]3(O)C(=O)C[C@@H](C)O[C@H]3O[C@@H]2[C@H]1O was read as NOD2 inhibition -0.1%, Hep lipid drop -3.7, AID2073 -0.4%, SIAH1 antagonists 3.9%, LYP phosphatase -6.2% and Hep lipid drop cells 6.5 µM 821.

Compounds from the list above that have fluorine (5):
Screening COc1cc(N)c(Cl)cc1C(=O)N[C@@H]1CCN(CCCOc2ccc(F)cc2)C[C@@H]1OC returned NOD2 inhibition -16.7%, M1AAP inhibition -5.7%, Hep lipid drop -2.1, AID2073 1.4%, SIAH1 antagonists -5.5%, LYP phosphatase -0.1%, XIAP antagonists -0.5%, CSM14.1 death rescue 2.8%, P. falciparum M17LAP -9.0% and Hep lipid drop cells 6.5 µM 705.
For CCCC1(c2ccccc2)NC(=O)N(CC(=O)N(C)Cc2c(F)cccc2Cl)C1=O (configuration not stated) the results were NOD2 inhibition 18.3%, Hep lipid drop 37.1, AID2073 -0.2%, SIAH1 antagonists 14.4%, LYP phosphatase -6.5% and Hep lipid drop cells 6.5 µM 504.
CCCC(=O)O[C@]1(C(=O)COC(C)=O)CC[C@H]2[C@@H]3C[C@H](F)C4=CC(=O)C=C[C@]4(C)[C@@]3(F)[C@@H](O)C[C@@]21C was read as NOD2 inhibition 14.4%, M1AAP inhibition -5.6%, Hep lipid drop -1.3, AID2073 0.7%, SIAH1 antagonists 1.9%, LYP phosphatase 1.1%, XIAP antagonists -13.0%, CSM14.1 death rescue -1.8%, P. falciparum M17LAP 6.8% and Hep lipid drop cells 6.5 µM 690.
`CC1(C)O[C@@H]2C[C@H]3[C@@H]4C[C@H](F)C5=CC(=O)C=C[C@]5(C)[C@@]4(F)[C@@H](O)C[C@]3(C)[C@]2(C(=O)CO)O1` gave NOD2 inhibition 17.9%, M1AAP inhibition -1.8%, Hep lipid drop 11.8, AID2073 4.6%, SIAH1 antagonists 0.3%, LYP phosphatase -6.3%, XIAP antagonists -0.6%, CSM14.1 death rescue -0.4%, P. falciparum M17LAP 5.1% and Hep lipid drop cells 6.5 µM 710.
CCCC(=O)O[C@]1(C(=O)CCl)[C@@H](C)C[C@H]2[C@@H]3CCC4=CC(=O)C=C[C@]4(C)[C@@]3(F)C(=O)C[C@@]21C was read as NOD2 inhibition 15.7%, M1AAP inhibition 4.2%, Hep lipid drop 1.3, AID2073 8.4%, SIAH1 antagonists 6.1%, LYP phosphatase 4.1%, XIAP antagonists -5.5%, CSM14.1 death rescue -1.3%, P. falciparum M17LAP -22.9% and Hep lipid drop cells 6.5 µM 679.
